# ATG4B inh = ATG4B (human) cysteine protease inhibition. Q9Y4P1. ATG4B cleavage of LC3-PLA2, NBD-HPC fluorescence, 1 h. inhibition, % at 8.33 µM. 0.51% of 340,000 active. AID 504462; in the data active means inhibition above about 40%
# APJ antag = APJ receptor antagonism; P35414; CHO-K1 APJ beta-arrestin complementation, luminescence; inhibition, % at 20 µM; 0.32% of 330,000 active; AID 2521;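 active means inhibition above about 40% at 20 µM, limit read from the data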;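 further: cells challenged with 10 nM apelin-13 agonist together with compound; plate controls were apelin-13 plus DMSO wells for no effect and DMSO wells lacking apelin-13 for full effect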
# UBC13 polyUb = human UBC13 polyubiquitination inhibition | P61088 | UBC13 polyubiquitin chain formation, TR-FRET | inhibition, % at 20 µM | 0.47% of 330,000 active | AID 485273; in the data active means inhibition above about 45%, passing the limit was not always enough
# APJ agonist = APJ receptor agonism. CHO-K1 APJ PathHunter beta-arrestin, luminescence; 0% DMSO wells, 100% apelin. activation, % at 20 µM. 0.11% of 330,000 active. AID 2520;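 active means activation more than six SD over the plate average, tested at 20 µM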;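 further: 0% = DMSO alone and 100% = apelin-13 at 10 nM; some results filed as inactive read as strong as hits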
#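 Material: engineered CHO-K1 APJ arrestin reporter cells; amount: 1000 CHO-K1 reporter cells seeded per well; incubation: compound stimulation 90 min at 25 °C, detection 60 min; signal: luminescent beta-gal fragment complementation, chemiluminescent substrate; read-out basis: APJ agonist activity; controls: DMSO-only wells as negative, 10 nM Apelin-13 as positive control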
# CXCR6 inh = blocks human CXCR6 beta-arrestin recruitment; O00574; CHO-K1 PathHunter CXCR6 beta-arrestin, luminescence; inhibition, % at 20 µM; 0.36% of 360,000 active; in the data active means inhibition above about 34%, passing the limit was not always enough;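 further: antagonist mode with CXCL16 agonist at 10 nM final; 0% = 10 nM CXCL16 with DMSO and 100% = unstimulated wells without agonist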
# Target sequence (O00574 whole entry, looked up): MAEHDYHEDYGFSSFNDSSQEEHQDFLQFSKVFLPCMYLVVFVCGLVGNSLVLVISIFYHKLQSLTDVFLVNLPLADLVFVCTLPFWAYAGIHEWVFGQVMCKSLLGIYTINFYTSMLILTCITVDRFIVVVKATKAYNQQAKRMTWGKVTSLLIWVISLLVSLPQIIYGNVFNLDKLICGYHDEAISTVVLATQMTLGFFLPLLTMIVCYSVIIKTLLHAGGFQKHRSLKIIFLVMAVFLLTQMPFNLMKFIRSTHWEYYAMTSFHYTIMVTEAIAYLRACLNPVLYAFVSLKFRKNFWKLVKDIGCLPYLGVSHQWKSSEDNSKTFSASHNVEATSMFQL
# Gli-Sufu antag = Gli-Sufu pathway antagonism. 0.74% of 340,000 active. inhibition, % at 5 µM. Sufu-KO-LIGHT fibroblasts, Gli luciferase reporter luminescence;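 active means inhibition above about 55%, limit read from the data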;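 further: 0% = DMSO-treated cells and 100% = wells with medium but no cells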
# EBI2 block = antagonists of human EBI2 receptor | inhibition, % at 5 µM | 0.81% of 360,000 active | EBI2 beta-arrestin recruitment, luminescence, 7a,25-OHC stimulated; in the data active means inhibition above about 38%;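 further: enzyme fragment complementation signal reports receptor beta-arrestin coupling in cells; 0% = agonist plus DMSO wells and 100% = wells without agonist; some results beyond the cut were filed as inactive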
# Target sequence (P32249 whole entry, looked up, the tested form may be a part): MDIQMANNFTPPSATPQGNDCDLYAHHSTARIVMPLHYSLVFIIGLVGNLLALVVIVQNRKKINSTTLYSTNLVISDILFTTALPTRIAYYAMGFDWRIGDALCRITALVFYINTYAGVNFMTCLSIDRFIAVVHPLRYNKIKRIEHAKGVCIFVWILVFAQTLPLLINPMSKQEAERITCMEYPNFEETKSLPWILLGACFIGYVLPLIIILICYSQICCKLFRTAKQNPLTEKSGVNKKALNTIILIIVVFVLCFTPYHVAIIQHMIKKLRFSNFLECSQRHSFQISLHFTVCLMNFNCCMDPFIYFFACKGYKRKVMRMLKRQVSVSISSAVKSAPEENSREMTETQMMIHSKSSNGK
# CCR6 antag = blocks CCL20-driven beta-arrestin recruitment at human CCR6; inhibition, % at 20 µM; CHO-K1 CCR6 PathHunter beta-arrestin, luminescence, CCL20-stimulated; AID 493098; 0.49% of 340,000 active;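 active means compounds whose inhibition of the agonist-driven luminescence signal at 20 µM reaches about 50%, limit read from the data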;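 further: cells stimulated with CCL20 at 14 nM final; plate controls were DMSO with CCL20 for no effect and DMSO without agonist for full effect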
# Target sequence (P51684 whole entry, looked up): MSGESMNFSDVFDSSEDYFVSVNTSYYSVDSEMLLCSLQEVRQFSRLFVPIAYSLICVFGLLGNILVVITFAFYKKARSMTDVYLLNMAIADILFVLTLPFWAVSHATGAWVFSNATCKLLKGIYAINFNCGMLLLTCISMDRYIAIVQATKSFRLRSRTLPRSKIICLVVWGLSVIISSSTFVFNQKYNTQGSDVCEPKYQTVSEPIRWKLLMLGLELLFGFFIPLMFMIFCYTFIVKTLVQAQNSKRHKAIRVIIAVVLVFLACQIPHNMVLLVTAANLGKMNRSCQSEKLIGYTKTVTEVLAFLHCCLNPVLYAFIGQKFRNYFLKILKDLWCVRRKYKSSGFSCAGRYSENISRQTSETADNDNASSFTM
# Active calls of the source: *; . = not tested or not shown.
SMILES,ATG4B inh,APJ antag,UBC13 polyUb,APJ agonist,CXCR6 inh,Gli-Sufu antag,EBI2 block,CCR6 antag
CCOC(=O)c1c(NC(=O)CN2C(=O)NC3(CCC(C)CC3)C2=O)sc(C)c1CC (stereo not drawn),-10,7,-4,-4,5,4,8,0
O=[N+]([O-])c1ccc(O)c(/C=N/Nc2ccccc2Cl)c1,-6,3,-16,-6,10,-51,-4,29
COC(=O)c1c(NC(=O)CSc2ccccc2N)sc(C)c1C,14,-13,4,-1,-6,1,5,13
O=C(Nc1ccc(C(F)(F)F)cc1)C1CCN(c2cnccn2)CC1,0,-6,9,0,-5,9,11,19
COc1ccc(CNC(=O)CCn2cccc2)cc1,9,-16,3,2,-6,-10,3,-5
COC(=O)c1ccc(NC(=O)Nc2ccc(F)cc2F)cc1,-5,4,8,-3,11,-49,1,12
CN(C(=O)CSc1nnc(-c2ccncc2)n1-c1ccccc1)C1CCS(=O)(=O)C1 (stereo not drawn),-1,-15,9,-4,-6,9,-5,6
CC1=Cc2ccccc2C(C#N)N1C(=O)c1ccccc1 (stereo not drawn),-7,-1,-11,-3,-9,-5,-17,15
CN(C)S(=O)(=O)c1cccc(COC(=O)c2cnccn2)c1,2,13,-1,-3,-1,-12,-4,11
Cc1ccc2[nH]c(C(=O)N3CCN(C=O)CC3)cc2c1,1,-1,-6,-2,-4,-4,75*,-9
COc1ccc(Cl)cc1C(=O)NCCS(=O)(=O)N1CCN(c2ccccc2F)CC1,4,7,3,-1,-8,5,7,-1
CCOC(=O)C(Oc1ccc2c(-c3ccc(OC)cc3)cc(=O)oc2c1C)c1ccccc1 (stereo not drawn),2,14,-11,-2,14,5,36*,25
COc1ccc(-c2c(C(F)(F)F)nn(C)c2NC(=O)c2cccnc2)cc1,-3,6,1,0,-2,-1,-4,-2
COc1ccc(N=Nc2nc3ccc(Br)cc3n2C)cc1,-5,.,.,.,18,-100,27,31
CCc1ccccc1N(CC(=O)O)S(C)(=O)=O,-7,11,0,8,-8,7,-22,-5
CCOC(=O)c1cc(CC)sc1NC(=O)c1ccc([N+](=O)[O-])c(N2CCOCC2)c1,0,-3,5,-2,7,10,10,22
CCOc1ccc(C2=Nn3c(nnc3-c3cccnc3)SC2)cc1,-9,-2,-8,-2,14,4,16,23
CCOC(=O)CSc1[nH]c2cc(OC)ccc2c1[N+](=O)[O-],-12,15,-15,-4,1,-1,11,5
CCOc1ccc(-c2cc(C(=O)NN)[nH]n2)cc1,2,-18,3,0,-31,-4,1,-9
CCCn1c(SCC(=O)c2ccc3c(c2)NC(=O)CO3)nc2ccccc21,-7,8,-5,-4,8,5,2,17
Cc1ccc(C(=O)N2CCN(c3ccccc3Cl)CC2)cc1[N+](=O)[O-],-4,10,2,-4,6,12,36,10
CC1CCCN(C(=O)CSc2nnc3n(C4CCCC4)c(=O)c4ccccc4n23)C1 (stereo not drawn),-6,-5,10,1,10,-3,-3,-12
Cc1ccccc1C(=O)NC1CCN(CC(=O)Nc2c(C)cccc2C)CC1,-4,-9,4,-2,-2,2,-1,-7
CCOc1ccc(NC(=S)NC(=O)/C=C/c2ccc(OC)c(OC)c2)c([N+](=O)[O-])c1,-1,-4,-20,8,7,-11,-7,-20
Cc1ccc2c(c1)nnn2C1CCN(C(=O)C2CCCCC2)CC1,-9,-5,5,-2,-6,3,2,0

# Full records as entered above. Screens in order: ATG4B inh, APJ antag, UBC13 polyUb, APJ agonist, CXCR6 inh, Gli-Sufu antag, EBI2 block, CCR6 antag
# `CCOC(=O)c1cc(CC)sc1NC(=O)c1ccc([N+](=O)[O-])c(N2CCOCC2)c1` reads 0, -3, 5, -2, 7, 10, 10, 22
# `COc1ccc(CNC(=O)CCn2cccc2)cc1` reads 9, -16, 3, 2, -6, -10, 3, -5

# Remaining list, next part.
SMILES,ATG4B inh,APJ antag,UBC13 polyUb,APJ agonist,CXCR6 inh,Gli-Sufu antag,EBI2 block,CCR6 antag
CN1CCN(C(=O)CNC(=O)C23CC4CC(CC(C4)C2)C3)CC1,8,4,9,-6,8,3,1,8
COc1ccc(-c2nc3ccccc3c(C(=O)Nc3ccc(S(=O)(=O)Nc4cc(C)on4)cc3)c2C)cc1,5,8,-6,-2,2,6,6,1
CC1CCN(C(=O)C2CCN(S(=O)(=O)c3cccs3)CC2)CC1,0,1,2,-3,-2,-13,-7,5
Cc1cccc(C)c1-n1c(SCC(=O)N2CC(=O)Nc3ccccc32)nc2ccccc2c1=O,-17,-5,-5,-1,14,7,7,26
CN1CCN(C(CNS(=O)(=O)c2ccc(F)cc2)c2cccnc2)CC1 (stereo not drawn),-10,-8,-2,-4,2,1,-3,1
Cc1nc(C)c(C(=O)N2CCCC(C(=O)c3ccc4ccccc4c3)C2)s1 (stereo not drawn),-8,-16,6,-6,4,-6,8,13
CC(C)COCC1CC2(CC(C)C(=O)CC2=O)C(=O)O1 (stereo not drawn),3,1,-7,0,-8,-4,0,15
CC(C)OC(=O)NC(C)(C)COC(=O)Nc1cccc(Cl)c1,3,-7,-13,-1,4,-25,27,3
N#C/C(=C\c1ccccc1)C(=O)Nc1cccnc1,-1,-23,-5,3,6,-4,-15,-4
C[C@H](NC(=O)OCc1ccccc1)C(=O)NNC(=O)[C@H](C)NC(=O)OCc1ccccc1,-7,-9,-9,6,8,21,-6,3
NC(=O)NCCCC(=O)O,-1,-13,-6,-2,4,0,5,-7
Nc1nnc(SCc2nnc(-c3ccccc3)o2)s1,4,-2,6,-3,-4,-8,-1,-1
CC(C)Cn1c(N)c(C(=O)COC(=O)C2CC(=O)N(Cc3ccccc3Cl)C2)c(=O)n(C)c1=O (stereo not drawn),-4,-3,-4,1,-10,10,-8,-10
O=C(Nc1cccnc1)OCc1ccccc1,0,11,0,-1,3,-42,-9,-4
O=C(CCN1C(=O)c2ccncc2C1=O)Nc1ccc(F)cc1,1,4,-16,-2,4,3,-5,-8
Cn1c(=O)oc2cc(S(=O)(=O)N3CCCC(C(=O)NCc4cccs4)C3)ccc21 (stereo not drawn),1,-28,8,-1,4,2,0,-6
CCOc1ccccc1NC(=O)CN1C(=O)COc2ccc(C)cc21,-5,5,7,-4,-2,30,5,8
Cn1c2c(c(=O)n(C)c1=O)[C@@H]1c3c(ccc4ccccc34)OC[C@@H]1CO2,-2,-18,-14,-1,4,-66,-4,4
O=C(COc1cc(Cl)c(Cl)cc1Cl)N1CCN(c2ccccn2)CC1,6,.,.,.,4,-1,18,5
COc1cccc(COc2ccc3c(C)c(Cc4ccccc4)c(=O)oc3c2)c1,8,17,27,-6,0,-13,5,5
COc1ccc(OC)c(NC(=O)Cn2c(C)nc3ccccc3c2=O)c1,-12,8,-4,-2,-5,2,-16,-1
COc1ccccc1CCN1CCCC(CN(C)C(=O)CCC(=O)N(C)C)C1 (stereo not drawn),-2,11,4,-1,-1,15,10,5
Cc1ccc(N(C(=O)c2snc(C(N)=O)c2N)C(C(=O)NCc2ccccc2)c2ccncc2)c(C)c1 (stereo not drawn),-5,-1,19,1,6,5,7,9
O=C(NC(=S)Nc1ccc(N2CCCCC2)cc1)c1ccco1,6,2,9,-1,6,-35,5,26
CN1CCN(CC(=O)NC2CCCCC2)CC1,-1,14,-12,-1,-3,8,-3,-3

# Additional records
SMILES,ATG4B inh,APJ antag,UBC13 polyUb,APJ agonist,CXCR6 inh,Gli-Sufu antag,EBI2 block,CCR6 antag
CN(C)C(=O)/C(=C\c1cccc(Oc2ccccc2)c1)NC(=O)c1ccccc1,6,-9,-1,4,0,4,5,4
CCC(CO)Oc1cc(NCc2ccccc2)c2ncn(C3CCCC3)c2c1 (stereo not drawn),-5,-12,6,-3,0,8,13,17
COc1ccc(NC(=O)CSc2nnc(C3CC3)n2C)cc1S(=O)(=O)N1CCCCC1,-41,-4,8,-2,-6,1,0,-11
CCN(C(=O)c1cnc2scc(C)n2c1=O)c1ccccc1C,7,12,2,-2,-1,-4,-3,13
CCOC(=O)N1CCN(C(=O)C(CC)c2ccccc2)CC1 (stereo not drawn),-7,-16,-12,0,-1,7,-6,16
O=C(Nc1ccc(Cl)cc1)C1CCCCN1S(=O)(=O)c1ccccc1 (stereo not drawn),-10,7,-4,0,-1,29,-11,7
COc1ccc(Cn2c(=O)oc3ccc(C)cc32)cc1OC,-1,-12,3,1,-2,15,-10,-28
Cn1c(=O)[nH]c(=O)c2c1nc(NCCCn1ccnc1)n2Cc1cccc(Br)c1,-12,14,18,-5,6,8,0,-7
O=C(Cn1c(=O)n(CCCCC(=O)NC2CCCC2)c(=O)c2ccccc21)NCCC1=CCCCC1,1,6,39,-1,0,12,1,9
Cn1cnnc1SCC(=O)Nc1ccccc1Sc1ccccc1,-2,11,8,-2,-4,9,-6,-10
COc1cccc(C(=O)Nc2cc(C)ccc2NC(=O)COc2ccccc2)c1,0,-1,6,-4,-2,1,-15,10
COC(=O)[C@H](C)NC(=O)Nc1cccc(Br)c1,9,19,6,-1,-1,7,8,-1
COc1ccc(CN(C(=O)c2snc(C(N)=O)c2N)C(C(=O)NC2CCCC2)c2ccc(OC)cc2)cc1 (stereo not drawn),-2,-16,12,-1,12,-7,42,7
CS(=O)(=O)N(CC(=O)Nc1ccccc1C(=O)N1CCOCC1)c1ccccc1,5,10,-1,0,-10,0,5,-4
CNC(=O)CN(Cc1ccccc1)S(=O)(=O)c1ccc(Cl)cc1,-8,5,11,-2,0,2,-10,6
CC(C(=O)O/N=C(\N)c1cccnc1)c1ccc([N+](=O)[O-])cc1 (stereo not drawn),8,-12,-2,0,-7,-20,2,4
COC(=O)c1cccc(C(=O)N2CCCC(CNC(=O)c3ccccc3Cl)C2)c1 (stereo not drawn),-1,-5,-6,0,1,-11,3,6
CSc1nsc(SC)c1NC(=O)OCc1ccccc1,18,19,7,-5,3,-19,4,5
O=C1c2ccccc2C(O)N1Cc1ccco1 (stereo not drawn),-8,-1,0,8,-5,-1,-8,2
CC(=O)c1ccccc1OC(=O)c1ccco1,-4,-5,3,-4,4,-8,5,5
COc1ccc(C(=O)NC(=S)NCc2cccnc2)cc1OC,-6,-6,-1,-3,6,-6,5,3
Cc1cc(OCC(=O)O)c2ccccc2n1,-14,-1,6,1,1,2,-4,5
Cn1c(=O)n(Cc2ccco2)c(=N)c2c3c(sc21)CCCC3,-3,26,3,-3,-3,11,1,5
Cc1ccsc1C1Nc2ccc3ncccc3c2C2=C1C(=O)CC(C)(C)C2 (stereo not drawn),5,-18,-4,0,12,3,94*,18
CC(Sc1ccccc1)C(=O)Nc1cccc(N(C)S(C)(=O)=O)c1 (stereo not drawn),1,14,3,2,-1,7,3,9

# Further results.
SMILES,ATG4B inh,APJ antag,UBC13 polyUb,APJ agonist,CXCR6 inh,Gli-Sufu antag,EBI2 block,CCR6 antag
O=C(c1cccs1)N1CCC(Cc2ccccc2)CC1,7,1,2,0,-1,-29,-19,-8
CCOc1ccc(C(=O)/C=C/Nc2ccc(S(=O)(=O)Nc3cc(C)nc(C)n3)cc2)cc1,-10,8,14,2,.,-14,.,2
CCc1ccccc1OCC(=O)N(CC)CC(=O)NCc1ccc(F)cc1,-2,6,9,-1,-3,-2,2,16
c1ccc(CNCCCn2cnc3c(OCc4ccccc4)ncnc32)cc1,-2,.,.,.,9,-8,7,12
CCN(CC)c1ccc(S(=O)(=O)N2CCCCC2)cc1NC(=O)CSCc1c(C)noc1C,5,.,.,.,-4,14,19,20
CCCCCC(=O)N/N=C(\C)c1ccc(NC(=O)c2ccco2)cc1,3,3,6,-3,-2,-47,6,-3
c1csc(-c2nc(CN3CCSCC3)cs2)c1,-3,10,-8,-4,12,-41,-7,11
CC(C)(C)c1ccc(OCCN2CCCC2)cc1,-11,10,3,-3,7,1,-5,8
CC(=O)N1c2ccc(S(=O)(=O)N3CCC(C(=O)Nc4ccccn4)CC3)cc2CC1C (stereo not drawn),-10,-13,-1,-2,-2,7,-9,7

# Just ATG4B inh, for three of the compounds above:
mol | ATG4B inh
CCCCCC(=O)N/N=C(\C)c1ccc(NC(=O)c2ccco2)cc1 | 3
c1csc(-c2nc(CN3CCSCC3)cs2)c1 | -3
CCOc1ccc(C(=O)/C=C/Nc2ccc(S(=O)(=O)Nc3cc(C)nc(C)n3)cc2)cc1 | -10

# Screens (PubChem BioAssay)
